Screens: PubChem, National Center for Advancing Translational Sciences (NCATS)
GCN5L2 inh = qHTS Assay for Inhibitors of GCN5L2. 390,000 tested, 0.21% active. GCN5L2 HAT assay, ThioGlo1 CoA-SH fluorescence. Potency, µM (titrated, usually from 58.9 µM), for the others: at the top dose activity change, negative = inhibition, actives largely listed as inhibitors. Histone acetyltransferase KAT2A (Homo sapiens), Q92830
Target sequence (Q92830 whole entry, looked up): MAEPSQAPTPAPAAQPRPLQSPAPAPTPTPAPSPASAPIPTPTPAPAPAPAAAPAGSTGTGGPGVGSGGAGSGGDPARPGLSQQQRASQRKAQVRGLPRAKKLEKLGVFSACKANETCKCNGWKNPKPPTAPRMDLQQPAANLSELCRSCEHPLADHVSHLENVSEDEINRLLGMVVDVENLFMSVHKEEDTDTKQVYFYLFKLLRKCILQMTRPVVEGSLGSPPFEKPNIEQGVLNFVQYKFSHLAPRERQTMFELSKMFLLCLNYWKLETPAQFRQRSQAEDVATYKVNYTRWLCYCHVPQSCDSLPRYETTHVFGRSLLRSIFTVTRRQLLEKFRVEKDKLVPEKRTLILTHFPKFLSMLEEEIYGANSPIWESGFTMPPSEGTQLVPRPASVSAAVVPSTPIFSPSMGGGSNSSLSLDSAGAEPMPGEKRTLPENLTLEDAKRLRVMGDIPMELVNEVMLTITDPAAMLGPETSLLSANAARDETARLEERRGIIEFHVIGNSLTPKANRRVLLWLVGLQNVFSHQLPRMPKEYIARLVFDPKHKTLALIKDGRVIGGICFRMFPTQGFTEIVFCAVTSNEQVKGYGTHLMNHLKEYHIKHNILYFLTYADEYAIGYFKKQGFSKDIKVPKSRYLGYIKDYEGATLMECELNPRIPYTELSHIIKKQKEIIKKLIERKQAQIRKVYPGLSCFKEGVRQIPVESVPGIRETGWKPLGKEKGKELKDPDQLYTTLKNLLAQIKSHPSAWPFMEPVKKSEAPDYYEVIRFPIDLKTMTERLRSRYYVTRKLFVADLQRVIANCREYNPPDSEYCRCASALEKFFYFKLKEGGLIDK
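Enzyme at 20nM final was mixed with library compounds for 15 min at room temperature. Peptide H3(1-25) at 75uM, acetyl-CoA at 70uM and ThioGlo1 at 50uM were then added. Plates were read immediately and after 20 min (Ex340nm/Em540nm).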
TDP1 cell noCPT = qHTS for Inhibitors of human tyrosyl-DNA phosphodiesterase 1 (TDP1): qHTS in cells in absence of CPT | Potency, µM (doses to about 46.2 µM), for the others: at the top dose activity change, negative = growth inhibition, actives largely listed as inhibitors | DT40 Tdp1-/- hTDP1 cells, no CPT, ATP luminescence, 48 h | 420,000 tested, 15% active; also: nearly all actives have a fitted effect of over 55% in size
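A cellular qHTS used chicken DT40 cells lacking endogenous Tdp1 but carrying stably transfected human TDP1. Compounds were applied without camptothecin, and cell growth kinetics were judged by ATP-dependent luminescence after ≥48 hr.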
DT40 TDP1 CPT = qHTS for Inhibitors of human tyrosyl-DNA phosphodiesterase 1 (TDP1): qHTS in cells in presence of CPT; chicken DT40 Tdp1-/-;hTDP1 cells + 20 nM CPT, ATP luminescence, 48 h; Potency, µM (top dose mostly 46.2 µM), without a hit: top-dose activity change, negative = growth inhibition, hits mostly inhibitors; 420,000 tested, 12% active; AID 686979, 2013; also: nearly all actives have a fitted effect of over 55% in size
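Cell growth measured by CellTiter-Glo luminescence after a minimum 48 h, 37 C compound exposure with 20 nM CPT in Tdp1-knockout DT40 cells stably expressing hTDP1, seeded 400/well; qHTS titration format.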
* marks the source's active call; other numbers are inactive results; ? = inconclusive; . = no result given; & = joins results of further samples. Calls follow the shape of the dose curve; as a rule, active = well fitted curve in the direction sought with a large enough effect; inconclusive = small, poorly fitted or top-dose-only effect, or another doubt; inactive = no such curve, though single readings can be large; an effect the other way counts as inactive or inconclusive. % is scaled to controls: 0 for no effect and ±100 for the full control effect; potency is read from the fitted curve at half-maximal effect. A portion of the library; rates above refer to the full screens.

Start of the listing, in advance (five entries):
SMILES	GCN5L2 inh	TDP1 cell noCPT	DT40 TDP1 CPT
CN(C)c1cc[n+](CC(=O)Nc2ccc(Cl)cc2)cc1	-18%	3.3µM*	6.5µM*
Cc1cc(=O)n(Cc2ccc(Cl)cc2)c2c1c(C)nn2-c1ccccc1	9%	6%	5%
CCOc1ccc(NC(=O)COc2ccc3c(c2)CCC3)cc1OC	-9%	-24%	-22%
Cc1ccnc(NC(=O)c2ccc3c(c2)NC(=O)C(C)S3)c1 (centres undefined)	-7%	?	-22%
COc1ccc(Br)cc1CNC(=O)CSc1cc(=O)n(C)c2ccccc12	1%	2%	-3%

The listing, repeating the preview:
SMILES	GCN5L2 inh	TDP1 cell noCPT	DT40 TDP1 CPT
CN(C)c1cc[n+](CC(=O)Nc2ccc(Cl)cc2)cc1	-18%	3.3µM*	6.5µM*
Cc1cc(=O)n(Cc2ccc(Cl)cc2)c2c1c(C)nn2-c1ccccc1	9%	6%	5%
CCOc1ccc(NC(=O)COc2ccc3c(c2)CCC3)cc1OC	-9%	-24%	-22%
Cc1ccnc(NC(=O)c2ccc3c(c2)NC(=O)C(C)S3)c1 (centres undefined)	-7%	?	-22%
COc1ccc(Br)cc1CNC(=O)CSc1cc(=O)n(C)c2ccccc12	1%	2%	-3%
CN(C)c1ccc(N=Cc2nc(-c3ccccc3)oc2OC(=O)c2cccc(Br)c2)cc1	-2%	16µM*	?
O=C(c1cccc(F)c1)N1CCC2(CCN(Cc3ccncc3)CC2)CC1	-16%	-23%	11%
CCOC(=O)[C@]12CCCC=C1N(Cc1ccc(Cl)cc1Cl)C(=O)[C@H](CC(=O)NCc1cccs1)C2	.	?	?
COc1cc(=O)n2c(c1C(=O)N(C)Cc1nonc1C)CCN(CC1CC=CCC1)CC2 (centres undefined)	.	-15%	-20%
C=CCNCC(=O)NN=C(c1ccccc1)c1ccccc1	-8%	-7%	-25%
CCCN(Cc1ccccc1)C(=S)Nc1ccc(C(C)=O)cc1	-1%	-2%	-1%
CCCN1CCC(=O)N(CCOc2ccccc2)CC1	-3%	0%&0%	5%&23%
COc1ccc2cc(C3(C)NC(=O)NC3=O)ccc2c1 (centres undefined)	1%	-29%	-16%
O=C(CCCN1C(=O)/C(=C/c2ccccc2OC(F)F)SC1=S)Nc1cccnc1	-13%	13µM*	26µM*
COC(=O)CCC(=O)N1CCCC(CNS(=O)(=O)c2ccc(OC)cc2)C1 (centres undefined)	-6%	15%	-4%
CCc1ccccc1NC(=O)C1C2C=CC(O2)C1C(=O)O (centres undefined)	-12%	11%	8%
Cc1c(Cl)cccc1NC(=O)Cn1cnc(S(=O)(=O)N2CCCC2)c1	1%&-2%	-4%&-10%	-9%&-14%
CC(C)CCNC(=O)NC(=O)COC(=O)CNC(=O)C1CCCCC1	-10%	-4%	?
Cc1ccc2onc(CNC(=O)NCc3cccc(Cl)c3)c2c1	3%	?	-4%
CCN(CC)CCOC(=O)c1ccc(NC(=O)/C=C/c2cccs2)cc1	-1%	?	-21%
CCOC(=O)c1cc(C(=O)c2cc(Br)ccc2O)coc1=N	-4%	-3%	-6%
O=c1cc(CSc2ccccc2)nc(-c2ccccc2)[nH]1	-2%	-8%	2%
S=C(c1ccccc1)N1CCN(C(=S)c2ccccc2)CC1	0%	-5%	-9%
Cc1cccc(N2CCN(c3ncnc4onc(-c5ccc(F)cc5)c34)CC2C)c1 (centres undefined)	-3%	15µM*	16µM*
CN(CC1COc2ccccc2O1)C(=O)c1cccc(S(=O)(=O)N2CCCC2)c1 (centres undefined)	1%	?	?
C#CCn1cc(/C=N/Nc2nc3ccccc3[nH]2)c2ccccc21	-3%	?	?
O=C(CN1CCN(S(=O)(=O)c2ccccc2)CC1)Nc1ccc(Cl)cn1	0%	9%	3%
COc1cccc(C(C(=O)NCC2CCCO2)N(C(=O)Cn2nnc3ccccc32)c2ccc(NC(C)=O)cc2)c1OC (centres undefined)	-7%	6%	5%
O=C(/C=C/c1ccc(Cl)cc1)N(Cc1cccs1)C1CCS(=O)(=O)C1 (centres undefined)	-6%	?	?
Cc1[nH][nH]c(=O)c1C(c1ccccc1[N+](=O)[O-])C(C#N)C#N (centres undefined)	-14%	-28%	?

An excerpt from above, reduced to DT40 TDP1 CPT.
Structure | DT40 TDP1 CPT
C#CCn1cc(/C=N/Nc2nc3ccccc3[nH]2)c2ccccc21 | ?
CCOC(=O)c1cc(C(=O)c2cc(Br)ccc2O)coc1=N | -6%
S=C(c1ccccc1)N1CCN(C(=S)c2ccccc2)CC1 | -9%
CN(CC1COc2ccccc2O1)C(=O)c1cccc(S(=O)(=O)N2CCCC2)c1 (centres undefined) | ?

Additional entries
SMILES	GCN5L2 inh	TDP1 cell noCPT	DT40 TDP1 CPT
O=C(NNC(=O)c1cccs1)c1csc(N2CCOCC2)n1	-4%	-1%	-20%
Cc1cc(C(=O)OCC(=O)Nc2ccc(S(=O)(=O)N3CCOCC3)cc2)c(C)o1	-11%	-6%	-5%
CN(c1ccccc1)S(=O)(=O)c1nnc(NC(=O)C2CCCCC2)s1	-2%&-11%	23%&-20%	2%&1%
CCOC(=O)NN1C(=O)c2ccccc2NC1c1ccccc1F (centres undefined)	-5%	1%	-8%
COc1ccc(S(=O)(=O)N(C)CC(=O)Nc2ccccc2C(F)(F)F)cc1OC	-2%	-16%	-28%
O=C(Cc1ccc(NC2=NC3CS(=O)(=O)CC3S2)cc1)N1CCN(c2ccc(F)cc2)CC1 (centres undefined)	?	0%	2%
Cc1ccccc1Nc1nc(N)nc(CSCc2c(C)noc2C)n1	-12%	?	?
CCCCCCCCCCOC(=O)c1csc2nnsc12	-2%	-20%	-7%
CC(C)OCCCNC(=O)CCSc1ccc(Cl)cc1	-26%	2%	-20%
CC1(C)Cc2c(sc3c2C2=NCCN2C=N3)CO1	.	-10%	-11%
O=C(Nc1cc(Br)ccc1O)C1CC(c2c(F)cccc2Cl)=NO1 (centres undefined)	-25%	?	?
COC(c1ccccc1)c1nnc(CCC(=O)N2CCCCCCC2)o1 (centres undefined)	-2%	-15%	-6%
CCOC(=O)C1CCN(Cc2oc(CO)cc(=O)c2O)CC1	-2%	-1%	-21%
CN(C)c1ccc(NC(=O)CSc2nc3ccsc3c(=O)n2CCCCCC(=O)O)cc1	-6%	-20%	4%
CCCCCCN1C[C@@H](O)[C@H](n2cc(C3CC3)nn2)C[C@@H]1c1ccc(OC)cc1	.	?	?
COc1ccc(S(=O)(=O)N2CCC(C(=O)NCCN3CCOCC3)CC2)cc1C	-4%	2%	-2%
CN(C)C(CNC(=O)Cc1cccc(C(F)(F)F)c1)c1ccccc1 (centres undefined)	0%	-28%	0%
Cc1cc(=O)oc2c3c(cc(OCC(=O)N4CCC(C(=O)O)CC4)c12)OC(C)(C)CC3	18µM*	8%	3%
CC1CC(C)CN(C(=O)COC(=O)c2ccc3c(c2)OCCO3)C1 (centres undefined)	0%	?	-3%
O=C(NCCO)/C(=C\c1cccs1)NC(=O)c1cccs1	-4%	6%	0%
O=C(NC1CCCN(c2ccc(C(F)(F)F)cn2)C1)c1cc(Cl)ccc1F (centres undefined)	-9%	?	?
CC[C@@]12C(=O)N(c3ccc(C)cc3)C(=O)N1[C@H](c1ccc(Br)cc1)[C@@H]1C(=O)N(C(C)(C)C)C(=O)[C@@H]12	-7%	?	7.3µM*
CC(=O)Nc1ccc2[nH]c3ccccc3c2c1	-6%	1%	-13%
CCc1ccc([C@@H]2CC=C(C(=O)O)[C@H](c3ccc(Cl)cc3)N2S(=O)(=O)c2ccc(C)cc2)cc1	?	-6%	-10%
C=CCNC(=O)c1cc2c(=O)c3ccccc3oc2nc1C	2%	4%	17%
Cc1c(C)n(C)c2ccc(C(=O)NCCCN(C)C3CCCCC3)cc12	0%	?	?
COc1ccc(-c2oc3ccccc3c2C#CC(C)(C)O)cc1	-19%	-29%	?
COc1cc(NC(=O)c2ccc(S(=O)(=O)N(C)C)cc2)cc(OC)c1OC	0%	-13%	-12%
O=S(=O)(Nc1ccc2c(c1)OCCO2)c1ccc(Br)s1	-8%	-28%	-14%
CCCS(=O)(=O)NC(=O)C1(C)CCCN(C(=O)/C=C/c2ccccc2)C1 (centres undefined)	.	2%	6%
CC(C)SC(=N)N	-7%	-18%	23%
C/C(=N\NC(=O)c1cc(O)ccc1O)c1cccc(NC(=O)c2ccc(Cl)cc2)c1	-19%	18µM*	?
Cc1cc(C)n2c(SCC(=O)N(C)C3CCS(=O)(=O)C3)nnc2n1 (centres undefined)	?	2%	2%
Cc1cccc(-c2n[nH]c(=S)n2C)c1	-8%	-2%	-12%
Cc1cccc(NC(=O)CCC(=O)N/N=C/c2ccncc2)c1	2%	1%	-18%
O=C(CCl)Nc1cc(S(=O)(=O)N2CCOCC2)ccc1N1CCOCC1	2%	-24%	-21%
Cc1cccn2c(=O)c3cc(C(=O)N4CCCCC4C)sc3nc12 (centres undefined)	-13%	?	?
COc1ccc(Oc2nc(C)cc(C)c2S(C)(=O)=O)cc1	-3%	-17%	-19%
CCOCCCNC(=S)NCCCNc1nc2cc3c(cc2cc1C#N)OCO3	-1%	-22%	-3%
CCn1c(COc2cccc(C)c2C)nnc1SCC(=O)N1CCN(c2ccc(OC)cc2)CC1	4%	21µM*	21µM*
COC(=O)c1cc(NC(=O)c2cc(C(C)(C)C)nn2Cc2ccc(F)cc2)ccc1N1CCOCC1	-10%	18µM*	?
CCN(C(=O)Cn1nc(Cc2ccncc2)c2ccccc2c1=O)c1cccc(C(F)(F)F)c1	-1%	?	?
Cc1ccc2nccc(C(=O)N3CCCC(Nc4ccc(F)cc4)C3)c2c1 (centres undefined)	0%	?	-30%
O=C1NCCN1C(=O)c1ccco1	-1%	-20%	1%
COc1cc(C(=O)O)nc(OC)n1	-3%	-3%	1%
CCCCNC(=O)c1onc(CSc2cc(C)cc(C)c2)c1C(=O)NCCCC	.	-18%	?
COC(=O)c1ccccc1N=Nc1c(C)[nH][nH]c1=O	-3%	?	?
C=CCN(CC=C)S(=O)(=O)c1ccc(F)cc1	.	-15%	6%
O=C(c1cccs1)N1CCCc2cc(NS(=O)(=O)c3ccc(Cl)cc3)ccc21	-4%	?	?
Cc1[nH]c(=O)c(C#N)c(C)c1CCC(=O)N(C)CC(=O)Nc1ccc(Cl)c(Cl)c1	-1%	8%	?
Cc1occc1C(=O)NNC(=O)c1ccccc1C(=O)O	20%	-2%	10%
CC1C2=C(CC(C)(C)CC2=O)NC2=C1C(=O)CC(C)(C)C2	-16%	3%	2%
COC(=O)[C@]12CCCCC=C1N(CCC1=CCCCC1)C(=O)[C@H](CC(=O)NCc1ccc(C)o1)C2	.	?	?
CCn1c(NC(=O)C2CCCCC2)nc2ccccc21	-8%	13µM*	18µM*
CCOC(=O)c1c(NC(=O)c2ccco2)n(C2CCCCC2)c2nc3ccccc3nc12	-9%	8.2µM*	7.3µM*
CCOC(=O)C(CC)(CC)C(=O)/C=C/c1ccc(Br)cc1	-3%	16µM*	?
Cc1cc(C)cc(OCC(=O)OCc2cc([N+](=O)[O-])cc3c2OCOC3)c1	-18%	4%	14%
COc1ccc(-c2csc(N(CCCN(C)C)C(=O)c3ccccc3Cl)n2)cc1	.	?	?
CC(=O)Nc1c(-c2ccccc2)nc2ncccn12	?	-6%	9%
N#CCCN(Cc1cccnc1)C(=O)Nc1ccc(Cl)c(Cl)c1	0%	-19%	1%

Other compounds
SMILES	GCN5L2 inh	TDP1 cell noCPT	DT40 TDP1 CPT
O=C(Nc1ccccc1C(=O)OCc1cc(=O)n2c3c(sc2n1)CCCC3)c1ccc(F)cc1	18%	?	-22%
O=C(NCc1ccco1)C(=O)NCC1OCCN1S(=O)(=O)c1ccc(Cl)cc1 (centres undefined)	2%	-24%	-17%
Cc1[nH]n(-c2ccc([N+](=O)[O-])cc2)c(=O)c1C=NCCc1ccc(S(N)(=O)=O)cc1	-14%	?	?
COc1ccccc1/C=N/NC(=O)c1ccc(C)nc1	-1%	14%	1%
CC(C)CCNC(=O)Nc1ccc2c(c1)N(C)C(=O)c1ccccc1S2	-7%	16µM*	15µM*
O=C(COC(=O)c1ccc(-c2ccc([N+](=O)[O-])cc2)o1)NC(=O)NC1CCCCC1	-9%	?	?
Cn1c(=O)c2[nH]c(=S)n(Cc3ccccc3)c2n(C)c1=O	.	14%	18%
Cc1ccc(Cl)c(OC(=O)c2nn(C(C)C)c(=O)c3ccccc23)c1	-8%	-25%	?
Cc1ccc(NC(=O)N(Cc2c[nH]c3ccccc23)C2CCCCCC2)cc1C	-7%	8.2µM*	7.3µM*
